# Source: PubChem BioAssay (National Center for Advancing Translational Sciences (NCATS))
# D2 ag: agonists of human D2 dopamine receptor; P14416; HEK293 T-REx D2 cells, calcium flux agonist mode; activation, % at 2 µM; 340,000 compounds, 0.53% hits;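 active = activation over 3 SD above normal in the single-dose calcium agonist read, cut at about 30% in these data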; note: 0% is about no effect
# Target sequence (P14416 whole entry, looked up): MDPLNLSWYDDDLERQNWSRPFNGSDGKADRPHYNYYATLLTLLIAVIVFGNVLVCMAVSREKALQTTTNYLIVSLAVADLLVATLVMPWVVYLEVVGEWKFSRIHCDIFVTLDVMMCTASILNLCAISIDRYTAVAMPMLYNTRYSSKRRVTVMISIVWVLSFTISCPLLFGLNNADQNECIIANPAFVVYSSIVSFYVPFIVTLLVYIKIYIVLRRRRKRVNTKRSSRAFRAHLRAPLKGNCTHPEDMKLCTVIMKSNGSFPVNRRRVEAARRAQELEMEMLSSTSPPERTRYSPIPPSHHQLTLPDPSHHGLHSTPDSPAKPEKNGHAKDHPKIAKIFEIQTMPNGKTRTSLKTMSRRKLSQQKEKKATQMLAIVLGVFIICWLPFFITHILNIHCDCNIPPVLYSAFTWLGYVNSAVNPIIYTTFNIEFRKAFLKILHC
#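 Tetracycline-induced HEK293 Trex cells with D2 receptor force-coupled to calcium signaling, plated overnight at 30 C and loaded with no-wash calcium dye. Calcium flux read kinetically for 180 s after compound addition; responses flag agonists.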
# TRHR agonist: TRH receptor (human) agonism; P34981; TRHR cells, calcium flux fluo-8, FDSS agonist mode; activation, % at 2 µM; 360,000 compounds, 0.18% hits; note: 0% is about no effect
#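 TRHR-expressing cells loaded with fluo-8 calcium dye; 23 nL library compound pin-transferred, kinetic FDSS fluorescence (Ex 480/Em 530) recorded about 180 s for agonist-induced calcium release, before a 10 nM TRH EC20 addition for potentiator mode.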
# D2 antagonist: antagonists of human D2 dopamine receptor; HEK293 TREx D2 cells, calcium flux, dopamine EC80; 340,000 compounds, 2% hits; AID 485344; inhibition, % at 10 µM; in the data active = inhibition above about 30%; note: 0% is about no effect
#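 In this primary screen, negative modulation is detected by tracking calcium flux after an EC80 dopamine challenge in inducible HEK293 T-REx D2 cells preexposed to test compound for 180 s.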
# D2 PAM: D2 dopamine receptor (human) potentiation; P14416; HEK293 T-REx D2, calcium flux, EC20 dopamine potentiation; potentiation, % at 10 µM; 340,000 compounds, 0.34% hits; AID 485347;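 active = potentiation over 3 SD above the plate norm, cut at about 30% in these data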; note: 0% is about no effect
#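 Primary screen. Calcium kinetics in induced HEK293 T-REx D2 cells: compound pre-addition 180 s, EC20 dopamine, 180 s more.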
# D1 PAM: potentiators of human D1 dopamine receptor; P21728; HEK293 TREx D1 cells, calcium flux, dopamine EC20 potentiation; potentiation, % at 10 µM; 360,000 compounds, 0.036% hits; AID 504651; in the data active = potentiation above about 30%; note: 0% is about no effect
# Target sequence (P21728 whole entry, looked up): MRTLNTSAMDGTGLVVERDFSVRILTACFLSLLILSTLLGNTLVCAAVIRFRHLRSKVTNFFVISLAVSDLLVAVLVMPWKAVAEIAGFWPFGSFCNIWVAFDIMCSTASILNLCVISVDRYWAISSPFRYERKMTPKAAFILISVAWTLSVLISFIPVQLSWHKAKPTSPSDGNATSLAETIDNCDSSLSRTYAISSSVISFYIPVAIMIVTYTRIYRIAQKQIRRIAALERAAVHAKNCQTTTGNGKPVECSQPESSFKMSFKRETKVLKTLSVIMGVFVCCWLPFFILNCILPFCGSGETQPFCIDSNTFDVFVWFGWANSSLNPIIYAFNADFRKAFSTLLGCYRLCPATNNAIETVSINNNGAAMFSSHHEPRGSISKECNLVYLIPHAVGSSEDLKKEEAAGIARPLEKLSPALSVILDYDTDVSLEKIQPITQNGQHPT
# D1 antag: human D1 dopamine receptor antagonism. HEK293 TREx D1 cells, calcium flux, dopamine EC80; stronger effect = lower value. activity change, negative = inhibition, % at 10 µM. 360,000 compounds, 3.2% hits. AID 504652; in the data active = activity change below about -30%; note: % is set by controls: 0 for no effect and ±100 for the full control effect
#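 Tetracycline-induced HEK293 Trex D1 cells, force-coupled to calcium, dye-loaded; compounds added and read 180 s, then EC80 dopamine added and calcium flux tracked kinetically another 180 s.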
# TRHR enhancer: TRH receptor (human) allosteric enhancement | enhancement, % at 2 µM | TRHR cells, fluo-8 calcium fluorescence, EC20 TRH enhancement | 360,000 compounds, 0.66% hits; in the data active = enhancement above about 30%; note: 0% is about no effect
#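 Enhancer read-out: after compound pinning and an initial kinetic agonist-mode read, an EC20 of TRH (10 nM final) was injected and fluo-8 calcium signal (Ex 480/Em 530) followed at 1 s/cycle for 100 cycles in TRHR-expressing cells.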
# RXFP1 antag: blocks the human relaxin receptor RXFP1; Q9HBX9; HEK293-RXFP1, relaxin-stimulated cAMP HTRF, 30 min; stronger effect = lower value; 350,000 compounds, 0.59% hits; activity change, negative = inhibition, % at 57.5 µM;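 active = activity change of -60% or lower, but not beyond a set lower limit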; note: % is set by controls: 0 for no effect and ±100 for the full control effect
# D1 agonist: activates the human D1 dopamine receptor | P21728 | HEK293 T-REx D1 cells, calcium flux, agonist mode | activation, % at 2 µM | 360,000 compounds, 1% hits | AID 504660; note: 0% is about no effect
#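 Inducible HEK293 T-REx D1 cells, force-coupled to calcium signalling, were plated at 4000 cells/well with tetracycline and held overnight at 30 C. After no-wash calcium dye loading, compound-evoked calcium rise over 180 s flagged agonists.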
# The depositor's hits bear a star; · = no result given; & = joins results of further samples. Cut-off read from the data, not from the text of the source, unless noted: active = activation above about 30%; inactive = the rest.
SMILES,D2 ag,TRHR agonist,D2 antagonist,D2 PAM,D1 PAM,D1 antag,TRHR enhancer,RXFP1 antag,D1 agonist
Fc1cccc2sc(N3CCCC3)nc12,0.0,-1.9,-20,13,-5,12,1,-1,1
Cc1ccc(NC(=O)Cc2nnc(N)s2)cc1,0.1,-0.9,8,-11,2,-3,1,6,0
CC(=O)N1N=C(c2cccc(Br)c2)OC12CCCC2,0.7,0.2,9,0,-4,-11,-3,5,3
CCOC(=O)c1c(C)n(C)c2ccc(OC)c(NS(=O)(=O)c3ccc(Cl)s3)c12,0.6,0.1,6,17,-1,-2,-11,-8,6
O=S(=O)(c1ccccc1)c1nc(-c2ccccc2Cl)oc1NCCN1CCOCC1,-1.3,-0.7,-3,7,1,1,0,-1,9
CCN(CC)CCCNC(=O)c1nn(-c2ccc(OC)c(Cl)c2)c(=O)c2c1c1ccccc1n2C,0.0,0.2,·,·,18,-3,7,-9,2
CCc1ccc(OCCCn2c(-c3ccc(Cl)cc3)nc3ccccc3c2=O)cc1,1.7,1.1,·,-13,-1,1,-3,-9,3
Cc1cccc(N2CCN(C(=O)c3ccc4c(c3)c(C)c(C)n4C)CC2)c1C,0.0,0.0,·,-2,1,21,3,-19,2
Cc1cccc(N(CC(N)=O)C2SC(=O)NC2=O)c1 (stereo not drawn),-0.6,-2.3,-16,-5,-1,4,-8,-17,9
CC(=O)Nc1ccc(NC(=O)C2CCN(S(=O)(=O)c3cccc4nonc34)CC2)cc1,0.3,3.3,10,21,4,13,2,-11,6
C=CCN1C(=O)C2C(C(=O)NCc3ccccc3)C3(C)C=CC2(O3)C1C(=O)NC(C)(C)C (stereo not drawn),0.5,-0.1,3,-5,-1,-12,-4,0,1
CC(C)C(C(=O)NCc1ccco1)N(C(=O)CNS(=O)(=O)c1ccccc1)C1CCCC1 (stereo not drawn),0.3,0.5,5,-8,-3,16,-8,-4,1
Cc1ccc(S(=O)(=O)NCCC(=O)NC2CCC(C)CC2)cc1 (stereo not drawn),0.0,-1.4,4,2,-5,-20,9,4,1
C=CCN(CC=C)C(=O)c1ccc(OC2CCN(Cc3ccccn3)CC2)cc1,·,2.6,·,·,1,9,-10,-17,2
O=C(O)/C=C/C(=O)N1CCN(S(=O)(=O)c2cc(C(F)(F)F)ccc2Cl)CC1,0.4,0.5,8,3,-5,22,3,-16,0

# Next section; the last 2 above are carried over.
SMILES,D2 ag,TRHR agonist,D2 antagonist,D2 PAM,D1 PAM,D1 antag,TRHR enhancer,RXFP1 antag,D1 agonist
C=CCN(CC=C)C(=O)c1ccc(OC2CCN(Cc3ccccn3)CC2)cc1,·,2.6,·,·,1,9,-10,-17,2
O=C(O)/C=C/C(=O)N1CCN(S(=O)(=O)c2cc(C(F)(F)F)ccc2Cl)CC1,0.4,0.5,8,3,-5,22,3,-16,0
COc1ccc(NC(=O)/C(C#N)=C/c2ccc[nH]2)c(OC)c1,0.9,2.5,-8,-10,-3,10,-4,-4,5
CN(C)C(=O)Cn1cnc2c(cnn2-c2ccccc2Cl)c1=O,9.7,0.0,-9,7,3,7,1,-8,1
O=C(CN1CCN(c2cccc(Cl)c2)CC1)Nc1nccs1,·,0.1,·,-6,-8,-23,10,-6,8
Cc1[nH]c2ccc(C(=O)N3CCN(Cc4ccccc4)CC3)cc2c1C,0.5,0.6,10,-25,4,7,7,-6,5
Fc1ccc(C2=CC(c3ccc(Br)o3)n3ncnc3N2)cc1 (stereo not drawn),1.5,3.6,-1,7,2,-22,-2,-11,7
CCOC(=O)C1=C(C)NC(SCC(N)=O)=C(C#N)C1c1ccncc1 (stereo not drawn),0.3,0.1,-1,-2,2,7,0,-11&-6,1
S=C(Nc1ccc2nsnc2c1)NC1CCCCC1,-1.0,-1.7,3,14,-7,-16,7,-22,46*
COc1ccccc1CNCC(=O)Nc1cc(S(=O)(=O)N2CCOCC2)ccc1Cl,19,0.1,85*,-11,-3,-6,0,3,2
C/C(NC(=O)c1ccccc1)=C1/C(=O)CC2C1C2(C)C (stereo not drawn),-2.2,-0.5,-4,4,-5,-10,-1,-19,1
O=C(Cn1cc([N+](=O)[O-])ccc1=O)Nc1ccc2c(c1)OCO2,0.7,-0.1,24,-5,·,-1,-2,7,2
CCOC(=O)c1cc(S(=O)(=O)N2CCN(c3cccc(C)c3)C(C)C2)[nH]n1 (stereo not drawn),0.8,-1.0,·,-10,-3,-12,0,·,4
O=C(CCn1cnc2onc(-c3ccc(F)cc3)c2c1=O)N1CCN(c2ccc(F)cc2)CC1,-0.6,-0.4,·,4,2,-21,-1,-15,7
Cc1cccc(C)c1N(CC(=O)NC1CCCCC1)C(=O)c1csnn1,0.2,-0.1,-16,15,-2,-21,21,6,0
Cc1cc(C)c(S(=O)(=O)NCc2cccs2)cc1C,-1.4,0.1,-9,-13,4,9,-8,-16,1
Cc1cccc(NC(=O)CCN2C(=O)C3C4C=CC(C4)C3C2=O)c1 (stereo not drawn),0.1,0.0,6,-6,-1,·,1,13,1
COc1ccccc1NS(=O)(=O)c1ccc(NN=C2CCCCC2)c([N+](=O)[O-])c1,-0.2,-0.3,-5,-2,-4,2,-3,-1,-1
Cc1ccc(-n2ncc3c(=O)n(CC(=O)N4CCN(c5ccccc5)CC4)cnc32)cc1C,0.3,-0.1,5,4,0,-26,-3,-20,2
Cc1ccc(Nc2ccc([N+](=O)[O-])nc2[N+](=O)[O-])cc1,1.6,-1.0,-6,8,-3,-8,0,-11,-1
O=C(NCC(c1ccco1)N1CCCCC1)c1ccc2c(c1)S(=O)(=O)c1ccccc1C2=O (stereo not drawn),-0.4,-2.3,-5,-6,-4,-9,3,6,1
CC(=O)c1c(N2CCN(Cc3ccc4c(c3)OCO4)CC2)nc(=S)n(-c2ccccc2)c1C,4.4,0.3,-19,-22,0,3,1,-9,0
CNC(=O)CC(=O)Nc1ccccc1C(=O)O,0.1,-0.1,-1,3,-5,-7,-11,3,2
Cc1cc(Cl)ccc1OCCCC(=O)NNC(=O)c1ccncc1,0.4,-0.5,-22,2,-1,-10,3,4,5
COc1ccc(-c2coc3cc(OC4OC(CO)C(O)C(O)C4O)cc(O)c3c2=O)cc1 (stereo not drawn),-0.8,0.1,15,11,1,3,-11,-5,3
CC(=O)NC1=NN(C(C)=O)C(C)(CS(=O)(=O)c2ccc(C)c(C)c2)S1 (stereo not drawn),-0.2,0.0,15,-10,2,0,-8,-13,2
CCOc1ccc(N(CC(=O)N2CCCC2)S(=O)(=O)c2ccc(Cl)cc2)cc1,-0.2,0.1,2,1,0,4,5,1,-1
Fc1ccc(C2CC(c3cccs3)=NN2C(=S)Nc2ccccc2)cc1 (stereo not drawn),1.6,1.6,-1,-5,-7,1,0,-11,3

# A draw from above in order of heavy-atom count, low to high:
SMILES,D2 ag,TRHR agonist,D2 antagonist,D2 PAM,D1 PAM,D1 antag,TRHR enhancer,RXFP1 antag,D1 agonist
CNC(=O)CC(=O)Nc1ccccc1C(=O)O,0.1,-0.1,-1,3,-5,-7,-11,3,2
Cc1cc(C)c(S(=O)(=O)NCc2cccs2)cc1C,-1.4,0.1,-9,-13,4,9,-8,-16,1
C/C(NC(=O)c1ccccc1)=C1/C(=O)CC2C1C2(C)C (stereo not drawn),-2.2,-0.5,-4,4,-5,-10,-1,-19,1
O=C(Cn1cc([N+](=O)[O-])ccc1=O)Nc1ccc2c(c1)OCO2,0.7,-0.1,24,-5,·,-1,-2,7,2
Cc1cccc(NC(=O)CCN2C(=O)C3C4C=CC(C4)C3C2=O)c1 (stereo not drawn),0.1,0.0,6,-6,-1,·,1,13,1
CC(=O)NC1=NN(C(C)=O)C(C)(CS(=O)(=O)c2ccc(C)c(C)c2)S1 (stereo not drawn),-0.2,0.0,15,-10,2,0,-8,-13,2
Cc1cccc(C)c1N(CC(=O)NC1CCCCC1)C(=O)c1csnn1,0.2,-0.1,-16,15,-2,-21,21,6,0
CCOC(=O)c1cc(S(=O)(=O)N2CCN(c3cccc(C)c3)C(C)C2)[nH]n1 (stereo not drawn),0.8,-1.0,·,-10,-3,-12,0,·,4
CCOc1ccc(N(CC(=O)N2CCCC2)S(=O)(=O)c2ccc(Cl)cc2)cc1,-0.2,0.1,2,1,0,4,5,1,-1
COc1ccccc1NS(=O)(=O)c1ccc(NN=C2CCCCC2)c([N+](=O)[O-])c1,-0.2,-0.3,-5,-2,-4,2,-3,-1,-1
COc1ccc(-c2coc3cc(OC4OC(CO)C(O)C(O)C4O)cc(O)c3c2=O)cc1 (stereo not drawn),-0.8,0.1,15,11,1,3,-11,-5,3
O=C(NCC(c1ccco1)N1CCCCC1)c1ccc2c(c1)S(=O)(=O)c1ccccc1C2=O (stereo not drawn),-0.4,-2.3,-5,-6,-4,-9,3,6,1
O=C(CCn1cnc2onc(-c3ccc(F)cc3)c2c1=O)N1CCN(c2ccc(F)cc2)CC1,-0.6,-0.4,·,4,2,-21,-1,-15,7
